tim23-1 inh – tim23-1 yeast growth inhibition; S. cerevisiae tim23-1 growth, BacTiter-Glo luminescence, 24 h; inhibition, % at 20 µM; actives 1.3% (n = 330,000); AID 463212;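 active = growth inhibition of the mutant yeast at or above 50%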;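 also: temperature-sensitive mutant grown at 25 °C; plate controls were DMSO-treated mutant yeast for no effect and medium wells lacking yeast for full effect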
Mdm2 MdmX PPI – disrupts the human Mdm2-MdmX interaction. O15151+Q00987. SaOS-2 split-luciferase Mdm2/MdmX complementation, luminescence. inhibition, % at 8 µM. actives 3% (n = 330,000). AID 485346;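 active = inhibition of at least 50% at 8 µM in the primary screen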
UPR XBP1 act – activators of adaptive arm of unfolded protein response (XBP1); CHO-XBP1 luciferase reporter, IRE1-XBP1 UPR activation, luminescence; percent of tunicamycin response, DMSO as zero; activation, % at 20 µM; actives 0.33% (n = 330,000); AID 463104;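 active = versus positive control, 20 µM dose yields 30% or more activation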;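 also: 100% = tunicamycin at 10 µg/mL and 0% = DMSO only wells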
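Material: CHO cell line with stable XBP1 luciferase reporter; buffer or medium: F12 medium containing 10% fetal bovine serum; compound: single point, 20 µM final compound, 1% DMSO; incubation: 6 h treatment, 37 °C; measured by: glow luminescence from Steady-Glo reagent; evaluation: activation, % of tunicamycin; control set: tunicamycin high, DMSO low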
CHOP UPR activ – apoptotic UPR (CHOP) activation; actives 0.34% (n = 330,000); activation, % at 10 µM; CHO-CHOP luciferase reporter, luminescence; percent of tunicamycin response over DMSO baseline;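 active = at 10 µM dose, activation of 40% or more, normalized to positive control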;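 also: 100% = tunicamycin at 10 µg/mL and 0% = DMSO alone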
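measured by = luciferase luminescence | assay system = CHO-CHOP cells, stable luciferase reporter of PERK-eIF2a-CHOP signalling | amount = 500 reporter cells seeded per well | timing = 6 h compound exposure at 37 °C after overnight seeding | controls = positive tunicamycin 10 µg/mL, negative DMSO alone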
CXCR6 block – CXCR6 (human) receptor inhibition. CHO-K1 PathHunter CXCR6 beta-arrestin, luminescence. inhibition, % at 20 µM. actives 0.36% (n = 360,000). AID 602244; in the data active = inhibition above about 34%, passing the limit was not always enough;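 also: antagonist mode with CXCL16 agonist at 10 nM final; 0% = 10 nM CXCL16 with DMSO and 100% = unstimulated wells without agonist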
Target sequence (O00574 whole entry, looked up): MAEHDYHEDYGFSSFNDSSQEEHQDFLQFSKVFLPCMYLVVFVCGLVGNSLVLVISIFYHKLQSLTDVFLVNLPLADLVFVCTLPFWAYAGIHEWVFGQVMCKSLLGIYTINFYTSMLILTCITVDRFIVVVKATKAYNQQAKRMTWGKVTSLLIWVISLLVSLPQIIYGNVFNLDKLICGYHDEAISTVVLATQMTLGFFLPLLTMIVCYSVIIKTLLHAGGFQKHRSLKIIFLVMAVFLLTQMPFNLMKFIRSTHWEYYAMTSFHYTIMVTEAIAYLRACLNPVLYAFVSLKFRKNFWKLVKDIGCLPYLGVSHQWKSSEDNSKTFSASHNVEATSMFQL
APJ antag – APJ receptor antagonism. P35414. CHO-K1 APJ beta-arrestin complementation, luminescence. inhibition, % at 20 µM. actives 0.32% (n = 330,000);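 active = inhibition above about 40% at 20 µM, limit read from the data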;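 also: cells challenged with 10 nM apelin-13 agonist together with compound; plate controls were apelin-13 plus DMSO wells for no effect and DMSO wells lacking apelin-13 for full effect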
Target sequence (P35414 whole entry, looked up): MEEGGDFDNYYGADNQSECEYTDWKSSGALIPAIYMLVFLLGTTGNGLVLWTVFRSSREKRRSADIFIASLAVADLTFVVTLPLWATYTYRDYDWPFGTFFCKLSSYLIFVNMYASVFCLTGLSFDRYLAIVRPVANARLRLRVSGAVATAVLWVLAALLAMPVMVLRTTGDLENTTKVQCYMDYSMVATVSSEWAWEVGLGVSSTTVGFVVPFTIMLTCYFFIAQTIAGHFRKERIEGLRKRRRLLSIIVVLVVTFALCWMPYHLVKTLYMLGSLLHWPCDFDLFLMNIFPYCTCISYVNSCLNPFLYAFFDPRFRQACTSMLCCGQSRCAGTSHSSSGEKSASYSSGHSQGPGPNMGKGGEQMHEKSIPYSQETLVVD
APJ agonist – APJ receptor agonism | activation, % at 20 µM | actives 0.11% (n = 330,000) | AID 2520 | P35414 | CHO-K1 APJ PathHunter beta-arrestin, luminescence; 0% DMSO wells, 100% apelin;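 active = activation more than six SD over the plate average, tested at 20 µM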;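 also: 0% = DMSO alone and 100% = apelin-13 at 10 nM; some results filed as inactive read as strong as hits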
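Assay system: CHO-K1 APJ beta-arrestin complementation cell line / Compound: single test compound dose, 20 µM final, 1% DMSO / Times: overnight seeding, 90 min compound at 25 °C, 1 h detection / Technique: beta-gal luminescence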
tim10-1 inh – tim10-1 yeast growth inhibition | actives 2.2% (n = 330,000) | AID 463190 | inhibition, % at 20 µM | S. cerevisiae tim10-1 ts strain growth, BacTiter-Glo, 24 h;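 active = inhibition of at least 40%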;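 also: mutant grown at 25 °C; 0% = DMSO wells with yeast and 100% = wells holding no yeast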
TIM10 inh – inhibits growth of TIM10 yeast strain; AID 463195; inhibition, % at 10 µM; S. cerevisiae TIM10 strain growth, BacTiter-Glo luminescence, 24 h; actives 1.4% (n = 330,000);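 active = inhibition of 40% or more at the single tested concentration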;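 also: wild-type TIM10 isogenic control strain grown at permissive 25 °C; 0% = DMSO yeast wells and 100% = minimal medium wells without yeast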
* marks the source's active call; other numbers are inactive results; . = no result given. This is a subset. The share of hits here may be higher or lower than overall.

item	canonical_smiles	tim23-1 inh	Mdm2 MdmX PPI	UPR XBP1 act	CHOP UPR activ	CXCR6 block
1	OC(CN1C2=NCCN2c2ccccc21)c1ccc2c(c1)OCO2 (stereo unspecified)	-2	-7	-3	-1.4	2
2	CC(=O)Nc1ccc2nc(-c3ccccc3)cn2c1	1	-127	-1	0.4	-19
3	COc1ccc(C(=O)NC(NC(=O)c2ccc(OC)c(OC)c2)c2ccccc2F)cc1OC	6	15	-1	-1.4	-2
4	CC(C(=O)Nc1ccc(C(F)(F)F)cc1)N(C)CC(=O)N1CCN(Cc2ccccc2)CC1 (stereo unspecified)	18	33	-3	1.0	-7
5	O=C1/C(=C/c2cccc([N+](=O)[O-])c2)CSc2ccc(Cl)cc21	15	14	7	0.7	3
6	Cn1c(CNC(=O)CNC(=O)Cc2ccccc2)cc(=O)n(C)c1=O	-7	24	-6	3.3	1
7	CCCC(C(=O)NC(C)(C)C)N(CC1CCCO1)C(=O)c1snc(C(N)=O)c1N (stereo unspecified)	17	4	1	-1.9	2
8	O=C(Cc1ccc2c(c1)OCCO2)N1CCN(S(=O)(=O)c2cccc(Cl)c2Cl)CC1	42	5	0	-0.8	-10
9	O=C(Nc1ccccc1N1CCCCC1)c1ccc(Cl)cc1	33	-42	-2	0.5	0
10	Nc1c(Nc2ccccc2)c2ccccc2oc1=O	10	12	1	-2.0	0

item	APJ antag	APJ agonist	tim10-1 inh	TIM10 inh
1	13	-3	-4	9
2	-6	0	-21	-2
3	1	-4	4	-10
4	3	-3	10	7
5	11	-2	15	15
6	-2	-4	-3	0
7	1	0	17	24
8	5	-1	30	37
9	12	-4	23	22
10	0	-2	24	13

Laid out differently: entries from further up
1) OC(CN1C2=NCCN2c2ccccc21)c1ccc2c(c1)OCO2 (stereo unspecified)
2) CC(=O)Nc1ccc2nc(-c3ccccc3)cn2c1

| screen / no. | 1 | 2 |
| --- | --- | --- |
| tim23-1 inh | -2 | 1 |
| Mdm2 MdmX PPI | -7 | -127 |
| UPR XBP1 act | -3 | -1 |
| CHOP UPR activ | -1.4 | 0.4 |
| CXCR6 block | 2 | -19 |
| APJ antag | 13 | -6 |
| APJ agonist | -3 | 0 |
| tim10-1 inh | -4 | -21 |
| TIM10 inh | 9 | -2 |

5 entries from above, arranged by the number in Mdm2 MdmX PPI, lowest first:
# | Structure | Mdm2 MdmX PPI
9 | O=C(Nc1ccccc1N1CCCCC1)c1ccc(Cl)cc1 | -42
10 | Nc1c(Nc2ccccc2)c2ccccc2oc1=O | 12
5 | O=C1/C(=C/c2cccc([N+](=O)[O-])c2)CSc2ccc(Cl)cc21 | 14
3 | COc1ccc(C(=O)NC(NC(=O)c2ccc(OC)c(OC)c2)c2ccccc2F)cc1OC | 15
4 | CC(C(=O)Nc1ccc(C(F)(F)F)cc1)N(C)CC(=O)N1CCN(Cc2ccccc2)CC1 (stereo unspecified) | 33

(more compounds)
item	canonical_smiles	tim23-1 inh	Mdm2 MdmX PPI	UPR XBP1 act	CHOP UPR activ	CXCR6 block
11	COc1cc(OC)cc(C(=O)Nc2cccc3ccccc23)c1	27	17	-4	3.3	8
12	CC(=O)C1=C(c2cccc([N+](=O)[O-])c2)N(C(C)=O)n2c(C)nnc2S1	3	-19	0	15	19
13	O=c1c2ccccc2cnn1Cc1nnc(-c2cccs2)o1	1	-12	0	1.7	-4
14	CN(C(=O)c1ccc2nc(N)sc2c1)c1ccccc1	-15	8	-6	-0.2	-10
15	COc1ccccc1OC(=O)CN1C(=O)c2ccccc2C1=O	31	9	0	-1.6	9
16	O=C(c1ccco1)N1CCN(C2CCCC2)CC1	1	-21	2	-1.1	5
17	CC(C)(C)NC(=O)c1ccc2c(c1)C1C3CCC(C3)C1C(c1ccccc1)N2 (stereo unspecified)	44	6	1	1.2	9
18	O=C(Nc1ccc(Br)cc1)c1cccn1-c1ncc(C(F)(F)F)cc1Cl	47	-10	-3	0.1	-2
19	Cn1c(=NC(=O)CCl)sc2ccccc21	57*	98*	-2	41*	-4
20	CCCCCC(=O)Nc1ccc2ccccc2c1	12	-40	3	5.9	-7

item	APJ antag	APJ agonist	tim10-1 inh	TIM10 inh
11	-5	1	23	3
12	107*	-21	14	26
13	-9	1	7	-4
14	-11	0	-1	0
15	-23	10	27	17
16	0	-1	4	6
17	5	-1	44*	42*
18	-18	-3	47*	52*
19	9	1	34	13
20	-5	0	16	-1

(next part)
item	canonical_smiles	tim23-1 inh	Mdm2 MdmX PPI	UPR XBP1 act	CHOP UPR activ	CXCR6 block
21	CCc1c(O)nc(SCc2nc3ccccc3c(=O)[nH]2)[nH]c1=O	10	14	-2	1.4	-10
22	COc1ccc(C2Nc3ccccc3C(=O)N2c2ccc(C)cc2)cc1Cn1nc(C)c([N+](=O)[O-])c1C (stereo unspecified)	20	10	0	2.9	14
23	CSc1nc(C)c(C(=O)Nc2ccccc2)c(C)c1C#N	21	16	0	-1.9	6
24	CC(C)Oc1ccc(S(=O)(=O)N2CCOCC2)cc1NC(=O)C(C)Oc1ccc(F)cc1 (stereo unspecified)	25	12	-1	0.5	-2
25	O=C(O)c1ccc(NC(=O)c2ccccc2NC(=O)c2ccccc2Cl)cc1	12	-3	-4	-0.5	-9
26	COc1ccc(Br)cc1/C=C/C(=O)Nc1ccc(C)cc1	34	1	-2	-0.5	4
27	C=CCn1c(Cc2cccs2)nnc1SCC(=O)c1ccc(F)cc1	12	-20	-1	0.3	7
28	COc1ccc(Cl)cc1NC(=O)CSc1nc(N2CCCCC2)nc(N2CCCCC2)n1	5	28	-4	9.2	-1
29	O=C(Nc1cc(Cl)ccc1N1CCCC1)C1=COCCO1	12	17	-4	-1.8	5
30	CN(C)c1ccc(N/C=C/C(=O)C(C)(C)C)cc1	18	0	4	2.9	-20

item	APJ antag	APJ agonist	tim10-1 inh	TIM10 inh
21	15	-3	-3	-1
22	4	-3	18	17
23	22	-4	28	6
24	10	1	19	16
25	14	-3	8	-7
26	-8	1	-19	19
27	2	-3	27	-11
28	11	-4	8	16
29	13	-2	6	5
30	-18	3	0	15

(more compounds)
item	canonical_smiles	tim23-1 inh	Mdm2 MdmX PPI	UPR XBP1 act	CHOP UPR activ	CXCR6 block
31	OCC(Cc1ccccc1)Nc1c2ccccc2nc2ccccc12 (stereo unspecified)	27	46	1	0.4	1
32	Cc1ccc(-n2nnc3c(=O)n(CC(N)=O)cnc32)cc1	3	-10	-3	1.2	-2
33	CCOc1ccc(N2C(=O)C3C(c4ccccc4)=NN(c4ccccc4)C3C2=O)cc1 (stereo unspecified)	4	2	-2	-0.3	-4
34	CCOc1ccc(C(=O)CCC(=O)NNC(=O)CCN2CCN(c3ccccc3)CC2)cc1	-11	14	-1	-0.8	0
35	CSc1nc2ccccc2s1	2	4	-2	-0.1	6
36	O=S1(=O)N=C(c2ccccc2)C=C(c2ccccc2)N1	16	33	3	2.1	-2
37	c1ccc(N2CC[N+]3(CCCC3)CC2)nc1	4	0	-5	0.8	-5
38	CCCCN1/C(=C/c2cccc[n+]2C)Sc2cc(NC(C)=O)ccc21	11	10	-4	-1.9	4
39	Cn1c(CC(=O)Nc2ccccc2F)nnc1SCC(=O)Nc1nccs1	-3	-33	-4	3.5	-11
40	CCOP(=O)(OCC)C(Nc1cc(Cl)cc(Cl)c1)c1cccc(O)c1 (stereo unspecified)	17	20	-2	-0.8	1

item	APJ antag	APJ agonist	tim10-1 inh	TIM10 inh
31	-12	5	14	56*
32	7	2	1	4
33	7	-2	25	23
34	5	-1	-16	-3
35	8	-3	-10	-6
36	.	.	-4	-9
37	-28	6	-11	-1
38	18	-2	2	3
39	9	1	-27	1
40	12	-3	21	-13

By substructure: those above containing bromine.
item	canonical_smiles	tim23-1 inh	Mdm2 MdmX PPI	UPR XBP1 act	CHOP UPR activ	CXCR6 block
18	O=C(Nc1ccc(Br)cc1)c1cccn1-c1ncc(C(F)(F)F)cc1Cl	47	-10	-3	0.1	-2
26	COc1ccc(Br)cc1/C=C/C(=O)Nc1ccc(C)cc1	34	1	-2	-0.5	4

item	APJ antag	APJ agonist	tim10-1 inh	TIM10 inh
18	-18	-3	47*	52*
26	-8	1	-19	19

Single values from the entries so far:
compound 33 in UPR XBP1 act is listed with -2
compound 39 in TIM10 inh is listed with 1

The listing continues:
item	canonical_smiles	tim23-1 inh	Mdm2 MdmX PPI	UPR XBP1 act	CHOP UPR activ	CXCR6 block
41	NCC(O)CN1CCN(Cc2ccccc2)CC1 (stereo unspecified)	-21	9	3	0.0	-1
42	CCNc1nc(NC(C)C)nc(Oc2ccc(/C=N/O)cc2)n1	-5	3	0	0.3	-2
43	CC(C)(C)C(=O)Nc1ccc(C(=O)CN2C(=O)NC3(CCOc4ccccc43)C2=O)cc1 (stereo unspecified)	17	-2	-2	0.3	-9
44	Cn1c(SCC(=O)NC2CCCCC2)nnc1-c1cccnc1	11	11	-2	-2.8	3
45	N#CC1CCCc2c1[nH]c1ccc([N+](=O)[O-])cc21 (stereo unspecified)	21	29	1	-1.4	16
46	FC(F)Oc1ccc(NC(=S)NCc2ccccc2)cc1Cl	24	9	-2	-2.1	1
47	CC(CN1CCCCC1)NC(=O)c1cc(-c2ccccn2)nc2ccc(Cl)cc12 (stereo unspecified)	9	29	-1	-1.1	6
48	Cc1ccc2cc(CN(Cc3ccc4c(c3)OCO4)Cc3nnnn3Cc3ccco3)c(=O)[nH]c2c1C	22	36	-1	1.3	4
49	CCc1nnc(NC(=O)CSc2ncc(-c3ccccc3)n2CC)s1	29	-19	1	-0.1	-4
50	Cc1nccc2[nH]c(=O)c(C(=O)NC(C)CCc3ccccc3)cc12 (stereo unspecified)	2	-1	0	-2.8	.

item	APJ antag	APJ agonist	tim10-1 inh	TIM10 inh
41	6	-3	-11	-28
42	-2	-3	17	-17
43	7	-4	11	5
44	10	-3	5	-14
45	19	-2	12	12
46	-16	-1	31	50*
47	-37	-1	18	-24
48	8	1	22	9
49	-5	-2	26	24
50	-27	-4	13	-3

(more compounds)
item	canonical_smiles	tim23-1 inh	Mdm2 MdmX PPI	UPR XBP1 act	CHOP UPR activ	CXCR6 block
51	CCc1cc(C(=O)NNC(=S)NCc2ccccc2)cs1	10	9	0	1.1	16
52	O=S(=O)(NCC1CCN(c2ccc(S(=O)(=O)N3CCOCC3)cc2)CC1)c1ccccc1	-1	6	-4	0.6	-4
53	CCCOc1ccc(C2C(C(=O)c3ccco3)=C(O)C(=O)N2CCN2CCOCC2)cc1OC (stereo unspecified)	18	-2	3	-0.5	.
54	C=CCN1C(=O)/C(=C/c2ccc(OCC(=O)O)cc2)S/C1=N/c1nccs1	-1	29	-2	1.1	12
55	O=C(OCC(=O)N1CCCC1=O)c1cccc([N+](=O)[O-])c1	7	-5	-3	1.8	7
56	CC(C)(C)OC(=O)N1CCCC(C(=O)Nc2ccc(C(=O)N3CCCC3)cc2)C1 (stereo unspecified)	-2	10	-2	1.0	-6
57	O=C(O)CCCCCCCCCCCc1ccccc1	26	20	-2	5.5	-2
58	COc1ccc(NC(=O)CCOc2ccccc2)cc1	2	-24	1	7.6	-9

item	APJ antag	APJ agonist	tim10-1 inh	TIM10 inh
51	-7	-3	24	10
52	10	4	5	-3
53	6	-1	17	1
54	9	-3	-12	1
55	0	12	-4	-6
56	12	0	-7	-6
57	-16	-3	19	2
58	15	-3	20	0

Compound activity from PubChem BioAssay.
